CCT modulator: High-Throughput Screening for Modulators of Cytosolic Chaperonin Activity. AID 651819, 2012. 0.3% of 360,000 active. activity change, % (concentration not given with the values), hits read low. purified chaperonin ATPase assay, HTRF ADP detection, 30 min; in the data active = activity change below about -30%; note: % is set by controls: 0 for no effect and ±100 for the full control effect
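Nucleotide hydrolysis assay: TRiC at 20–40 nM final (set by batch activity) with 10 uM ATP, 30 min at 37 °C, in presence of 76 uM compound. Detection by competitive ADP HTRF, 30 min ambient.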
EPAC2 agonist: qHTS for Agonist of cAMP-regulated guanine nucleotide exchange factor 4 (EPAC2): primary screen; Rap guanine nucleotide exchange factor 4 (Homo sapiens), Q8WZA2; EPAC2 activation, biochemical qHTS; response scale: 100% = 6.5 mM cAMP response; Potency, µM (series often up to 154 µM), without a hit: top-dose activation, hits mostly activators; 0.079% of 360,000 active; AID 720711, 2013; note: potency is the fitted concentration of half-maximal effect; nearly all actives have a fitted effect of over 50% in size
Target sequence (Q8WZA2 whole entry, looked up): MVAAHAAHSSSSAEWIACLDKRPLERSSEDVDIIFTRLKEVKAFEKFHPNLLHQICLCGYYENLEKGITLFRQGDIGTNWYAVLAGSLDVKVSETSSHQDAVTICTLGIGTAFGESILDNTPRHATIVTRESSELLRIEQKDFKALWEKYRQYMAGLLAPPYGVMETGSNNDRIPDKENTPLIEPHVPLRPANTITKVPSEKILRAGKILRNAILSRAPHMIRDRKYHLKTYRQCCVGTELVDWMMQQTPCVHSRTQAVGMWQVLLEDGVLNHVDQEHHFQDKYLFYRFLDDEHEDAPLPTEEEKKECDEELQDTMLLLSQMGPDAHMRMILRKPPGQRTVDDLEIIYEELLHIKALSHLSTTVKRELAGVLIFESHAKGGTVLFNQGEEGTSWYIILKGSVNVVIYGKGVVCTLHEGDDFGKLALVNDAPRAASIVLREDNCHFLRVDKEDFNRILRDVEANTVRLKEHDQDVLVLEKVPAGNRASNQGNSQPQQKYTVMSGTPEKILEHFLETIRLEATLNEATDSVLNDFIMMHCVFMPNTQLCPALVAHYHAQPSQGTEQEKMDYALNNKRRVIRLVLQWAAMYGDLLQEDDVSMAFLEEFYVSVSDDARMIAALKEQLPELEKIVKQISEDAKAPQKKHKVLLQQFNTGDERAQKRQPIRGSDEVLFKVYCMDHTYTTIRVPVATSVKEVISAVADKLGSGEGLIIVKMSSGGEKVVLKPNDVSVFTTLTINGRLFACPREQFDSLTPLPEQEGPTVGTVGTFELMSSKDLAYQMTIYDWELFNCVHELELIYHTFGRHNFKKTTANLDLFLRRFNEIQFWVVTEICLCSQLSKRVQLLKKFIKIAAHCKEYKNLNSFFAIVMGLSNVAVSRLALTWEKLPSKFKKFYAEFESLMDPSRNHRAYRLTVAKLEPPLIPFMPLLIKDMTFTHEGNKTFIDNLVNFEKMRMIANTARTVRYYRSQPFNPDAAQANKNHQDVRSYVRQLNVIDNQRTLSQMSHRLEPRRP
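Each well held 100 nM EPAC2, 250 nM RAP1B-BODIPY-GDP and 50 uM GDP. Fluorescence, read at 5-min intervals to 30 min, was referenced to a 6.5 mM cAMP positive control.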
Nrf2 activator: qHTS of Nrf2 Activators; AREc32 ARE-luciferase reporter (MCF7-derived line), luminescence, 24 h; Potency, µM (highest dose often 46.1 µM), without a hit: top-dose activation, usual class: activators; 0.31% of 410,000 active; AID 624171, 2012; note: potency is the fitted concentration of half-maximal effect; % of control where 0% means no effect; nearly all actives have a fitted effect of over 65% in size
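ARE activation measured as luciferase luminescence (Steady-Glo, 30 min RT) in AREc32_Fluc cells after 24 hr compound exposure at 37 deg C, 5% CO2; cells seeded overnight at 1000/well in OPTI-MEM, 5% FBS.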
Akt phos inh: HTS Assay for Inhibitors of Akt Phophorylation: Primary Screen. 0.32% of 360,000 active. Neuro2A IGF-stimulated pAkt S473 HTRF, 20 min; active compounds read low. activity change, % for hits at 50 µM; in the data active = activity change below about -80%; inconclusive = mostly about -51% to -80%; note: % is set by controls: 0 for no effect and ±100 for the full control effect
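Neuro2A cells in DMEM with 0.5% FBS, overnight at 37 deg C, given compound at single 50 µM final, then IGF (6 nM final) for 20 min at 37 deg C. Lysed; phospho-Akt Ser473 by HTRF after 24 h, 665/615 ratio.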
TGFb SMAD3 inh: qHTS for Inhibitors of TGF-b | HepG2 CAGA-GFP TGF-b/SMAD3 reporter, GFP fluorescence, 18 h; TGF-beta stimulated, 500 pg/mL final | Potency, µM (series often up to 46.1 µM), for inactives: top-dose activity, negative = inhibition, most hits filed as inhibitors | 1.2% of 410,000 active | AID 588855, 2011; note: potency is the fitted concentration of half-maximal effect; % is set by controls: 0 for no effect and ±100 for the full control effect; nearly all actives have a fitted effect of over 65% in size
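HEPG2 CAGA-GFP, 1000 cells/well; 2 h settle, 37 C; cpd via pin tool; TGF-b 500 pg/mL final; 18 h, 37 C; GFP imaging ex488/em500-530; %Activity normalised to -TGF-b and +DMSO controls; CRC fit, curve class.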
Nrf2 block: Nrf2 qHTS screen for inhibitors. A549 ARE-Fluc reporter, luciferase luminescence, 18-24 h. Potency, µM (highest dose often 46 µM), without a hit: at the highest dose activity change, negative = inhibition, actives largely listed as inhibitors. 2.1% of 360,000 active. AID 504444, 2011; note: potency is the fitted concentration of half-maximal effect; % is set by controls: 0 for no effect and ±100 for the full control effect; nearly all actives have a fitted effect of over 60% in size
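Nrf2 activity is the BugLite luminescence, read 15 min after reagent at room temperature, following CellTiter-Fluor cytotoxicity readout (30 min, 37C). Compound titrations were applied for 18-24 h to 5000 A549 ARE_Fluc cells/well in 5% FBS OPTI-MEM.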
A549 viability: Nrf2 qHTS screen for inhibitors: counterscreen for cytotoxicity; A549 ARE-Fluc cells, CellTiter-Fluor viability, 18-24 h; Potency, µM (series often up to 46 µM), for the others: at the top dose activity change, negative = cytotoxicity, usual class: inhibitors; 0.16% of 390,000 active; AID 504648, 2011; note: potency is the fitted concentration of half-maximal effect; % is set by controls: 0 for no effect and ±100 for the full control effect
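Cytotoxicity counterscreen: CellTiter-Fluor fluorescence was measured in A549 ARE_Fluc cells after 18-24 h of compound exposure in a concentration series. The subsequent BugLite luminescent read reports ARE-luciferase activity.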
EPAC2 antag: qHTS for Antagonist of cAMP-regulated guanine nucleotide exchange factor 2 (EPAC2): primary screen | EPAC2 GEF exchange of Rap1B-BODIPY-GDP, fluorescence | Potency, µM (series often up to 114 µM), for inactives: at the top dose activity, negative = inhibition, most hits filed as inhibitors | Rap guanine nucleotide exchange factor 4 (Homo sapiens), Q8WZA2 | AID 720708, 2013 | 0.18% of 360,000 active; note: potency is the fitted concentration of half-maximal effect; % is set by controls: 0 for no effect and ±100 for the full control effect; nearly all actives have a fitted effect of over 45% in size; many of its hits are not listed in these tables
MmCpn inh: Inhibitors of TCP-1 ring complex (TRiC) of Methanococcus maripaludis (MmCpn): qHTS | 0.031% of 330,000 active | Potency, µM (doses to about 76.9 µM), for the others: at the top dose activity, negative = inhibition, actives largely listed as inhibitors | purified Mm-Cpn ATPase, ADP Transcreener TR-FRET; note: potency is the fitted concentration of half-maximal effect; % is set by controls: 0 for no effect and ±100 for the full control effect; nearly all actives have a fitted effect of over 80% in size
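TR-FRET (320 nm excitation; 590 and 665 nm emission) reports ADP made from 10 uM ATP by 25 nM enzyme; compounds were preincubated 10 min, reaction run 30 min, both at 37°C.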
* marks the source's active call; other numbers are inactive results; i = inactive; ? = inconclusive; / = no result given; & = joins results of further samples; [ ] = remark or other dose. Unless noted, calls come from the whole dose curve; as a rule, active = well fitted curve in the direction sought with a large enough effect; inconclusive = small, poorly fitted or top-dose-only effect, or another doubt; inactive = no such curve, though single readings can be large; an effect the other way counts as inactive or inconclusive. Not all compounds are listed (hit frequency here may not be typical).

SMILES	CCT modulator	EPAC2 agonist	Nrf2 activator	Akt phos inh	TGFb SMAD3 inh	Nrf2 block	A549 viability	EPAC2 antag	MmCpn inh
O=C(Nc1ccc2c(c1)OCO2)C(c1ccccc1)N1CCN(C(=O)c2ccco2)CC1 (configuration not stated)	-3.6	-1%	-0.6%	i	-6%	?	-6%	-1%	3%
CC(C)(NS(=O)(=O)OCC(Cl)(Cl)Cl)c1ccccc1	1.1	13%	0.2%	i	2%	-16%	2%	-21%	-1%
CC(=O)c1cccc(-n2nnnc2SCC(=O)Nc2cccc(NC(=O)c3ccco3)c2)c1	0.5	2%	0.5%	i	14%	?	-2%	-2%	1%
O=C(COC(=O)CNC(=O)C1CCCCC1)Nc1ccccc1OC(F)F	-4.9	-6%	-0.1%	i	0%	2%	-3%	9%	0%
C=CCC[C@@H](Cc1ccc(F)cc1)C(=O)OC[C@H](Cc1c[nH]c2ccccc12)NC(=O)[C@H](CC=C)CC(=O)N(CCO)Cc1ccccc1	0.9	5%	-1.3%	i	?	?	?	-3%	-6%
CCN(CC)C(=O)[C@H]1CC(CC(=O)NCc2ccco2)C(=O)N2CCc3c([nH]c4ccccc34)[C@]12C (some centres not stated)	-3.2	1%	0.4%	i	-5%	-5%	7%	-13%	2%
COc1ccc(C(=O)C2CCCN(C(=O)c3cccc(N4CCCC4=O)c3)C2)cc1OC (configuration not stated)	-2.0	0%	2.4%	i	3%	-5%	1%	0%	-14%
Cc1ccc(CNC(=O)CCc2c(C)nn(-c3ccc(N4CCCC4)nn3)c2C)cc1	/	/	5.0%	/	?	?	8%	/	/
CS(=O)(=O)c1ccc2nc(NC(=O)CN3C(=O)C4CC=CCC4C3=O)sc2c1 (configuration not stated)	0.2	-2%	2.6%	i	-10%	9%	0%	-1%	-2%
COc1ccc(NCc2nnc(SCC#N)n2-c2ccccc2OC)cc1	-2.1	-4%	-0.6%	i	10%	-5%	1%	0%	1%
COc1ccc(S(=O)(=O)N2CCCCC2)cc1NCC(=O)Nc1ccc(C)cc1	-0.8	8%	-0.2%	i	?	16µM*	-9%	-20%	0%
COc1ccc(O)c(/C=N/NC(=S)Nc2cccc(S(=O)(=O)N(C)C)c2)c1	-5.0	11%	5.7%	i	?	-11%	-9%	-5%	-8%
COc1ccc(NS(=O)(=O)c2ccc(C)c(C(=O)NCc3ccccc3CN3CCCC3)c2)cc1	-1.6	7%	-0.2%	i	-12%	/	/	4%	/
COc1ccc(C(C(=O)NC2CCCCC2)N(Cc2ccco2)C(=O)c2snc(C(N)=O)c2N)cc1 (configuration not stated)	-0.3	-3%	0.3%	i	-25%	?	3%	-3%	1%
Clc1ccc(CSc2nccn2Cc2ccccc2)cc1	-2.3	-5%	0.5%	i	?	?	-9%	-13%	-8%
COc1ccc(NC(=O)CSCC(=O)NCc2ccco2)cc1	-1.3	4%	0.2%	i	12%	13%	-15%	9%	1%
Cc1nn(-c2ccccc2)c(Cl)c1C(=O)NCCN(C)C	2.0	9%	-0.7%	i	-24%	-9%	11%	16%	0%
Cc1cccc(S(=O)(=O)c2c(N)n(-c3ccccc3)c3nc4ccccc4nc23)c1	1.7	-3%	0.3%	i	15%	?	?	8%	-2%
Cc1c(Cl)c(C(F)(F)F)nn1CC(=O)NCc1ccco1	1.1	-2%	0.4%	i	1%	-10%	10%	-6%	1%
O=C(Nc1ccccc1C(F)(F)F)c1cc(S(=O)(=O)N2CCC3(CC2)OCCO3)ccc1F	1.0	5%	-0.7%	i	-14%	10%	8%	-1%	-1%
Cc1ncc(CSCC(=O)Nc2cc(C(F)(F)F)ccc2Cl)c(CO)c1O	0.0	2%	0.3%	i	-2%	?	-2%	2%	-5%
COc1cccc(C(=O)Nc2ccncc2)c1OC	0.9	-3%	0.3%	i	-2%	23µM*	-4%	27%	-1%
CCOC(=O)[C@@H]1[C@H]2COc3ccc(Br)cc3[C@H]2N2C(=O)N(c3cccc(F)c3)C(=O)[C@]12C	-1.8	8%	0.7%	i	-1%	4%	-8%	8%	1%
CC(NC(=O)c1cc(COc2ccccc2)on1)c1nccs1 (configuration not stated)	0.3	1%	3.7%	i	-9%	?	2%	8%	0%
COc1cccc(CNc2nc3cc(-c4ccccc4C)sc3c(=O)n2C)c1	0.1	17%	0.4%	i	?	/	/	-2%	/

Further structures
SMILES	CCT modulator	EPAC2 agonist	Nrf2 activator	Akt phos inh	TGFb SMAD3 inh	Nrf2 block	A549 viability	EPAC2 antag	MmCpn inh
CCN(C(=O)CN1C=NS(=O)(=O)c2ccccc21)c1ccccc1	-1.9	9%	0.2%	i	-8%	-1%	1%	11%	-2%
O=C(c1ccc(COc2ccccc2Cl)o1)N1CCN(Cc2ccc3c(c2)OCO3)CC1	-0.6&-5.6	28%&15%	3.8%&4.0%	i	3%&-7%	-14%	-10%&10%	-8%&-7%	1%&2%
CCCCc1cc(=O)oc2cc(C)cc(O)c12	-3.4	-4%	-0.1%	i	0%	-10%	-8%	-1%	-17%
COc1cc(C(=O)Nc2cccc(C)n2)ccc1OCC(=O)N1CCOCC1	2.3	5%	0.1%	i	0%	-6%	-1%	6%	-1%
CCC(C)NC(=O)Cn1c(=O)n(CCCCCC(=O)Nc2ccccc2)c(=O)c2sccc21 (configuration not stated)	-2.7	17%	5.9%&0.3%	i	-1%&-3%	1%&1%	6%&-1%	0%	?
CNNC(=S)NC1CC2CC1C1C=CCC21 (configuration not stated)	2.2	-1%	0.6%	i	-13%	4%	-1%	1%	0%
COc1ccc(NC(=O)CN2CCN(S(=O)(=O)c3ccc(C(C)C)cc3)CC2)cc1OC	1.6	-11%	-0.2%	i	59%[activator]	6%	6%	-23%	-3%
CCCCN(C=O)c1c(CC)nc2c(OCc3ccccc3C)cccn12	-2.0	-2%	0.0%	i	-20%	/	/	-11%	/
c1ccc(Cn2ncc3c(N4CCCCC4)ncnc32)cc1	-2.0	18%[15.6 µM]	2.5%	/	15%	-5%	-2%	2%	1%
CCCCC(=O)Nc1nc2c(s1)COc1ccccc1-2	-1.8	-3%	14%	i	-13%	-2%	3%	-7%	1%
CCC(C)(C)C1CCC(=NNS(=O)(=O)c2ccc(C)c([N+](=O)[O-])c2)CC1 (configuration not stated)	-0.3	-6%	0.1%	i	-6%	12%	1%	-8%	-3%
CC(C)(CO)NC(=O)C(c1ccccc1)c1ccccc1	0.4	3%	-0.2%	i	-21%	-13%	11%	-5%	2%
COc1ccc(CC(=O)OCn2nnc3ccccc3c2=O)cc1OC	-0.5	5%	-1.0%	i	-3%	20%	14%	1%	0%
CC1CCN(c2nc3ccc(C(=O)NCCCN4CCCCC4C)cc3s2)CC1 (configuration not stated)	-4.5	2%	-0.5%	i	6%	?	-7%	7%	2%
CCN1CCCC1CNCC(=O)Nc1ccc(OC(F)(F)F)cc1 (configuration not stated)	-2.3	-1%	0.0%	i	7%	3%	3%	1%	-1%
CCCCOc1ccc(Cl)cc1CSc1n[nH]c(C)n1	-0.4	-13%	-0.7%	i	-14%	?	0%	-1%	-2%
CC(CC(=O)N1CCN(C(=O)c2ccccc2)CC1)c1ccccc1 (configuration not stated)	-0.4	15%	-0.1%	i	-4%	2%	1%	7%	-2%
N#C/C(=C\c1ccncc1)C(N)=O	0.3	5%	-0.7%	i	6%	-6%	-1%	8%	0%
COc1ccc(NC(=O)CSc2nc3[nH]ncc3c(=O)[nH]2)cc1OC	0.5	7%	0.0%	i	7%	6%	-2%	16%	0%
Cc1ccc(/C=C(\NC(=O)c2ccccc2)C(=O)NC(Cc2ccccc2)C(=O)O)cc1 (configuration not stated)	-5.4	-6%	-0.5%	i	7%	-2%	1%	0%	-2%

Grouped by structure, those above containing a furan ring, fused or not.
SMILES	CCT modulator	EPAC2 agonist	Nrf2 activator	Akt phos inh	TGFb SMAD3 inh	Nrf2 block	A549 viability	EPAC2 antag	MmCpn inh
O=C(Nc1ccc2c(c1)OCO2)C(c1ccccc1)N1CCN(C(=O)c2ccco2)CC1 (configuration not stated)	-3.6	-1%	-0.6%	i	-6%	?	-6%	-1%	3%
CC(=O)c1cccc(-n2nnnc2SCC(=O)Nc2cccc(NC(=O)c3ccco3)c2)c1	0.5	2%	0.5%	i	14%	?	-2%	-2%	1%
CCN(CC)C(=O)[C@H]1CC(CC(=O)NCc2ccco2)C(=O)N2CCc3c([nH]c4ccccc34)[C@]12C (some centres not stated)	-3.2	1%	0.4%	i	-5%	-5%	7%	-13%	2%
COc1ccc(C(C(=O)NC2CCCCC2)N(Cc2ccco2)C(=O)c2snc(C(N)=O)c2N)cc1 (configuration not stated)	-0.3	-3%	0.3%	i	-25%	?	3%	-3%	1%
COc1ccc(NC(=O)CSCC(=O)NCc2ccco2)cc1	-1.3	4%	0.2%	i	12%	13%	-15%	9%	1%
Cc1c(Cl)c(C(F)(F)F)nn1CC(=O)NCc1ccco1	1.1	-2%	0.4%	i	1%	-10%	10%	-6%	1%
O=C(c1ccc(COc2ccccc2Cl)o1)N1CCN(Cc2ccc3c(c2)OCO3)CC1	-0.6&-5.6	28%&15%	3.8%&4.0%	i	3%&-7%	-14%	-10%&10%	-8%&-7%	1%&2%
